# Compound activity deposited in PubChem BioAssay by Broad Institute.
# SIRT5 block: sirtuin-5 (human) deacylase inhibition; Q9NXA8; Purified SirT5, succinyl-peptide AMC, trypsin-coupled fluorescence; inhibition, % at 15 µM; hit rate 1.1% among 330,000; in the data active = inhibition above about 15%; inconclusive = no clear call, values can overlap the other calls
# Target sequence (Q9NXA8 whole entry, looked up): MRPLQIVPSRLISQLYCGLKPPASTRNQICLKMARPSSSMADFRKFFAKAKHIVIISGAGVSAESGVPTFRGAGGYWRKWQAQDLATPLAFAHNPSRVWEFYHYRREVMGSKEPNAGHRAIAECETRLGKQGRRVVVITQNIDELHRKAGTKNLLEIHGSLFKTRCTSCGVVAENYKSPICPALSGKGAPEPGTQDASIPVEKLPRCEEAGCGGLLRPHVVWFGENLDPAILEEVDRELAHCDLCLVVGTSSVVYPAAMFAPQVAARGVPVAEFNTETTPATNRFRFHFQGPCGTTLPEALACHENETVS
# ERAP1 inh: inhibitors of human ERAP1 aminopeptidase. Q9NZ08. recombinant ERAP1, Leu-AMC fluorescence, 60 min. hit rate 0.15% among 340,000. AID 652197. inhibition, % at 10.7 µM;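 active = mean replicate inhibition of at least 30%, or all replicates individually reaching that 30% level; inactive = mean below 30% and not every replicate reaching it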;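 note: 0% = neutral control wells and 100% = L-leucinethiol positive control wells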
# Xi reactivation: reactivates the inactive X chromosome in mouse fibroblasts. hit rate 0.055% among 360,000. XiGFP mouse fibroblasts, % GFP-positive cells imaging, 3 d; cells co-treated with 5-aza-dC sensitizer; scaled so ellipticine positive control = 100%. AID 743238. activation, % at 7.58 µM;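 active = mean normalized replicate activation at least 10% and every replicate at or above 10%; inconclusive = only one of the two criteria met; inactive = mean below 10% and not all replicates reach 10%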;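 note: 0% = median of on-plate neutral control wells and 100% = ellipticine 6 µM median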
#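 assay system = SV40-immortalized XiGFP fibroblast cells, line 68-5-11 | buffer or medium = DMEM plus 5-aza-dC sensitizer | doses = single-point pinned compound dosing | times = 3-day compound exposure, then 15 min fixation at room temperature | benchmarks = positive control ellipticine, 6 µM final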
# PGC1a acetyl inh: PGC1a acetylation modulation, inhibitor mode; U2OS PGC1a acetylation, AlphaScreen anti-acetyl-lysine; with virally co-expressed GCN5 acetyltransferase; inhibition, % at 15.6 µM; hit rate 0.17% among 350,000;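 active = every replicate shows inhibition of at least 40%; inconclusive = mean inhibition at least 40% but some replicate below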;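 note: 0% = neutral control wells and 100% = positive control wells; some results beyond the cut were filed as inactive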
# LGR2 antag: Drosophila LGR2 receptor signaling inhibition; HEK293 LGR2, CRE-luciferase, bursicon-stimulated, 4 h; inhibition, % at 9.99 µM; hit rate 0.35% among 380,000; AID 720647;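 active = drop in luminescence signal, shown as inhibition above about 50% in the replicate tests, limit read from the data, passing the limit was not always enough; inconclusive = probably only some replicates passing the limit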;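 note: agonist challenge used bursicon conditioned medium at about half maximal strength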
# C2C12 statin: suppressors of simvastatin-induced myotoxicity in C2C12 myotubes; hit rate 0.78% among 330,000; ATP luminescence, 48 h; scaled: DMSO 0, geranylgeraniol control 100; rescue of ATP level, % at 7.49 µM;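 active = mean ATP rescue above about 67%, or every replicate alone reaching that limit, limit read from the data, passing the limit was not always enough; inconclusive = no clear call, values can overlap the other calls; inactive = mean under the limit and some replicate under it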;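 note: myotubes were challenged with 10 µM simvastatin during compound exposure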
# Cneo AK release: Cryptococcus neoformans lysis via adenylate kinase release; C. neoformans lysis, adenylate kinase release luminescence, 4 h; normalised: neutral wells 0, clomiphene wells 100; lysis activity, % at 15 µM; hit rate 0.2% among 360,000; AID 651654;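 active = mean lysis activity across replicates of at least 80%, whatever share of replicates individually reach that level; inactive = mean lysis activity below 80%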
#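 Signal: Adenylate kinase release luminescence | Assay system: Log-phase Cryptococcus neoformans yeast cells | Input: Cells at 5 × 10^6 per mL | Buffer or medium: Fresh YPD growth medium | Compound: Single dose | Schedule: Static 4 h at 37 °C with compound, 1 h detection | Controls: Clomiphene | Read-out: Luminescence rise reflecting yeast cell lysis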
# S100A4 inh HTS: inhibitors of human S100A4 binding to myosin IIA peptide; AID 652163; S100A4/TAMRA-MyoIIA peptide fluorescence polarization; P26447; inhibition, % at 10.7 µM; hit rate 0.14% among 360,000;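 active = mean inhibition of at least 70% across replicates, with every replicate also reaching that level; inconclusive = mean inhibition reaches 70% but some replicates fall short; inactive = mean inhibition below 70%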
# Target sequence (P26447 whole entry, looked up): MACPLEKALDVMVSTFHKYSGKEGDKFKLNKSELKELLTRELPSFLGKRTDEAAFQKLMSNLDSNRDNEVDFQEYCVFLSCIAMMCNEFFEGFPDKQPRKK
#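 assay system = human S100A4 monomer with TAMRA-labelled myosin IIA peptide | also added = labelled myosin peptide probe, 5 nM | incubation = 5 min between mix addition and reading | control set = DMSO and TFP controls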
# The depositor's hits bear a star; ? = inconclusive; / = no result given.
# Start of the listing, in advance (4 entries):
SMILES,SIRT5 block,ERAP1 inh,Xi reactivation,PGC1a acetyl inh,LGR2 antag,C2C12 statin,Cneo AK release,S100A4 inh HTS
CC(NC(=O)Oc1ccccc1)C(c1cccs1)N1CCOCC1 (stereo unspecified),3.2,-3.8,/,1.5,11.9,?,-0.4,0.3
CSC(=Nc1ccccc1)c1c(O)n(C)c(=O)n(C)c1=O,18.6*,1.9,/,11.4,5.6,24.5,1.5,-12.7
COC(=O)[C@@H]1[C@@H](CO)[C@@H]2Cn3c(ccc(/C=C/c4ccccc4)c3=O)[C@H]1N2CC1CCCC1,-32.8,0.0,0.2,0.4,6.1,11.2,1.0,4.5
CNCC(O)c1ccc(O)cc1 (stereo unspecified),1.2,-1.2,0.2,-14.9,-9.9,17.1,-0.8,-1.3

# Main list, repeating the preview:
SMILES,SIRT5 block,ERAP1 inh,Xi reactivation,PGC1a acetyl inh,LGR2 antag,C2C12 statin,Cneo AK release,S100A4 inh HTS
CC(NC(=O)Oc1ccccc1)C(c1cccs1)N1CCOCC1 (stereo unspecified),3.2,-3.8,/,1.5,11.9,?,-0.4,0.3
CSC(=Nc1ccccc1)c1c(O)n(C)c(=O)n(C)c1=O,18.6*,1.9,/,11.4,5.6,24.5,1.5,-12.7
COC(=O)[C@@H]1[C@@H](CO)[C@@H]2Cn3c(ccc(/C=C/c4ccccc4)c3=O)[C@H]1N2CC1CCCC1,-32.8,0.0,0.2,0.4,6.1,11.2,1.0,4.5
CNCC(O)c1ccc(O)cc1 (stereo unspecified),1.2,-1.2,0.2,-14.9,-9.9,17.1,-0.8,-1.3
N#Cc1cccc(-c2ccc([C@H]3[C@@H](CO)N4CCCCN(C(=O)Cc5ccncc5)C[C@@H]34)cc2)c1,1.3,-1.3,-0.1,4.3,-12.9,/,-2.3,-3.4
CCOP(=S)(OCC)Oc1nc(Cl)c(Cl)cc1Cl,/,-5.4,/,-8.3,6.2,11.3,0.0,8.5
Cc1cc(/C=C2/C(=O)NC(=O)N(C)C2=O)c(C)n1-c1ccccc1,-5.5,-3.3,0.0,/,-3.2,4.5,2.0,9.7
COc1cc(C2(C#N)CCN(C)CC2)cc(OC)c1OC,/,-1.1,0.0,-4.9,/,2.0,0.0,-0.3
O=c1[nH]cc(COCC(F)(F)C(F)(F)C(F)(F)F)c(=O)[nH]1,/,/,0.1,5.5,0.8,-7.6,-0.1,/
CN1C(=O)N(C)C(=O)C(CCc2ccccn2)(CCc2ccccn2)C1=O,/,/,/,5.9,0.3,-10.8,1.0,/
Cc1cc2oc(=O)cc(-c3cc4ccccc4o3)c2cc1OC(=O)N(C)C,1.9,-0.8,0.0,-1.0,-3.9,-35.4,7.3,-6.9
CC(C)Oc1ccc(CC2(CCc3ccncc3)C(=O)NC(=O)NC2=O)cc1,5.3,4.1,0.0,-11.4,13.1,7.1,/,-13.5
CCCCC/C(=N/O)c1c(C)[nH]c2ccccc12,-2.3,-3.5,-0.2,/,-30.7,/,/,2.3
COC(=O)C1=C(c2ccccc2)C[C@@H]2CC[C@H]1N2C(=O)NCCO,-4.3,-0.9,-0.1,/,0.4,-0.8,2.7,0.2
COC(=O)C1=C(c2ccc(S(C)(=O)=O)cc2)C[C@@H]2CC[C@H]1N2C(=O)NC1CCCCC1,-6.2,4.7,0.2,-0.1,23.0,14.0,0.2,3.2
Cc1cccc(NC(=O)N2C[C@H]3C[C@@H](C2)c2cccc(=O)n2C3)c1,6.6,0.6,/,-1.5,13.8,2.6,-3.2,0.7
COC(=O)C1=C(c2ccc(F)cc2OCc2ccccc2)C[C@@H]2CC[C@H]1N2C(=O)NCc1ccccc1OC,-2.5,2.6,0.0,/,2.4,-11.6,-2.1,0.1
CCCCCC1(C(C)C)C(=O)NC(=S)NC1=O,-0.1,-3.2,0.3,/,4.3,/,/,-23.2
COc1ccc(/C=C/C2=CCN(C)CC2)cc1,-1.8,-3.6,0.4,/,-21.8,8.5,0.9,-4.2
CC(C)CCC1(CN2CCCC2=O)C(=O)NC(=O)NC1=O,/,/,/,-8.4,/,1.7,0.4,-18.6
CCOC(=O)C1C(OC(=O)c2ccccc2)CC2CCC1N2C (stereo unspecified),/,-6.1,/,24.6,8.4,2.5,0.4,-3.8
Cc1c(C(=O)N2CCC3(CC2)OCCO3)sc2ncnc(N3CCc4ccccc4C3)c12,/,4.1,0.1,10.0,8.2,-0.8,-2.0,-23.8
C=CCN1C(=O)/C(=C\c2ccc(N3CCOCC3)o2)C(=O)NC1=S,-1.6,8.0,0.0,/,3.5,/,2.3,-37.1
Cc1ccc(-c2cc(C(F)F)n3ncc(C(=O)N4CCC5(CC4)OCCO5)c3n2)cc1,-3.4,17.8,/,-15.6,-24.1,4.5,0.1,-5.9
Cc1ccc(Cn2ccccc2=N)cc1,1.5,-6.6,0.0,-5.6,2.4,6.5,-0.2,16.8

# Later entries.
SMILES,SIRT5 block,ERAP1 inh,Xi reactivation,PGC1a acetyl inh,LGR2 antag,C2C12 statin,Cneo AK release,S100A4 inh HTS
O=C1CC(=O)N(c2cccc(C(F)(F)F)c2)C(=O)N1,-2.0,-4.8,0.3,6.2,3.0,-6.5,-0.8,-6.5
Clc1ccccc1N1CCN(Cc2ccc3c(c2)OCO3)CC1,-3.0,4.3,0.1,0.5,7.2,7.4,3.7,-23.8
COC(=O)C1=C(c2cccc(OCc3ccccc3)c2)C[C@@H]2CC[C@H]1N2C(=O)NNCc1ccccc1,-0.8,0.3,0.0,-5.0,18.8,3.1,3.1,-4.0
O=C(C[N+]12CCC(CC1)C(CO)C2)c1ccc(Br)cc1 (stereo unspecified),-0.6,1.9,0.2,0.3,1.8,-6.5,0.9,5.9
CC(=O)C1CCC2C3CC(O)C4CC(O)CCC4(C)C3CCC12C (stereo unspecified),-3.3,-3.1,/,5.9,9.6,2.2,2.7,1.6
COCC#Cc1ccc([C@H]2[C@H](CO)N3CCCCN(C(=O)Cc4ccccn4)C[C@@H]23)cc1,-3.9,0.0,0.0,-0.3,-14.8,/,-1.8,-53.5
O=C(CCC(=O)N1C[C@H]2C[C@@H](C1)c1cccc(=O)n1C2)NCc1ccccc1,-3.1,-0.3,/,13.4,6.5,-6.9,0.7,-2.2
CSc1ccc(C(=O)C2CCCN(C)C2)cc1 (stereo unspecified),0.6,4.2,0.0,16.5,18.8,/,/,-33.2
COC(=O)C1(F)C(=O)NC(=O)NC1O (stereo unspecified),/,1.4,0.0,/,-2.6,/,/,-0.6
c1ccc2oc(-c3ccc4c(c3)CNCc3cnnn3-4)cc2c1,-2.7,-5.0,/,-7.1,10.4,3.5,0.6,-1.7
O=C(C[n+]1ccn(CCCNP2(=O)C=C(c3ccccc3)OC(c3ccccc3)=C2)c1)c1ccccc1,-3.1,-0.1,0.0,-10.9,-22.8,/,/,-4.8
CCCC#Cc1ccc([C@H]2[C@H](CO)N3CCCCN(C(=O)Cc4ccccn4)C[C@@H]23)cc1,-0.5,-1.8,0.0,5.2,9.8,/,47.3,-2.5
COC(=O)c1c(C)n(Cc2ccco2)c2ccc(O)cc12,-1.5,4.7,/,9.6,-1.9,15.3,-0.9,-1.1
O=[N+]([O-])O[C@H]1CO[C@H]2[C@@H]1OC[C@H]2O[N+](=O)[O-],1.2,-0.3,0.2,-9.9,-12.2,7.5,1.3,-4.7
COc1ccc(-n2c(O)c(/C=C3\C=Nc4ccc(Br)cc43)c(=O)[nH]c2=O)cc1,3.2,2.5,0.3,/,13.0,-15.6,5.8,51.7
CC=CC(C)=CC(C)C(=O)CC(O)CC1CC(=O)NC(=O)C1 (stereo unspecified),2.3,1.7,0.0,/,17.0,/,/,-0.4
Cc1ccc(OCC(=O)N2CCN(Cc3ccc4c(c3)OCO4)CC2)cc1C,-0.5,-1.9,0.0,8.3,-27.7,6.7,/,0.1
CCN1CCC2(CC1)NC(=O)c1ccccc1O2,-1.8,1.9,0.0,/,8.3,/,/,0.1
O=c1[nH]c(=S)n(C2CC2)c(O)c1C=NCCc1ccccc1,-1.8,-3.6,0.0,/,/,/,/,1.8
O=C(Cn1c(NCCCl)nc2ccccc21)c1ccc(Br)cc1,4.1,/,-0.1,10.2,12.9,8.7,2.6,5.8
O=C(Cc1ccncc1)N1CCCCN2[C@H](C1)[C@H](c1ccc(C#CC3(O)CCCC3)cc1)[C@@H]2CO,2.0,2.7,0.2,-1.2,-2.6,/,-3.6,-2.9
CCCOc1ccccc1NP(=O)(Oc1ccccc1)Oc1ccccc1,-1.1,-3.5,0.0,-16.4,7.6,15.2,3.1,-3.0
CC(=O)c1cccc(NC(=O)N2C[C@H]3C[C@@H](C2)c2cccc(=O)n2C3)c1,/,-5.5,/,-8.7,/,-7.5,0.1,6.2
COC1=CCC2([N+](=O)[O-])CN(C)CC1([N+](=O)[O-])C2 (stereo unspecified),-0.8,-5.8,0.3,/,-8.4,/,/,-7.3
C#C[C@]1(O)CCC2C3C(=O)C=C4C=CCC[C@]4(C)C3CC[C@@]21C (stereo partly specified),-2.8,0.9,0.0,-5.8,15.9,1.4,1.4,2.5

# The results go on.
SMILES,SIRT5 block,ERAP1 inh,Xi reactivation,PGC1a acetyl inh,LGR2 antag,C2C12 statin,Cneo AK release,S100A4 inh HTS
COc1ccc2c3c1OC1C(=O)CC[C@@]4(O)[C@@H](C2)N(CC2CC2)CC[C@]314 (stereo partly specified),/,0.3,/,15.0,-14.7,-0.6,-1.3,-1.0
COc1ccc(CNCCc2ccccc2F)c(OC)c1C,1.5,-1.9,-0.1,11.4,-3.9,-13.1,0.9,-10.0
CN(C)/C=C/C(=O)C(Cl)(Cl)Cl,-4.1,-4.8,0.0,/,16.3,/,/,-2.8
Cc1c(C)c2ccc(OCC(=O)N3C[C@H]4C[C@@H](C3)c3cccc(=O)n3C4)cc2oc1=O,/,/,/,4.3,-6.4,5.4,3.0,1.1
CCN1CCC(N(C)C2CCCCC2)CC1,0.3,-1.5,0.0,-3.3,-3.2,-2.7,2.2,7.5
COc1ccc(C(CNC(=O)Cc2ccc(Cl)c(Cl)c2)N2CCCCC2)cc1 (stereo unspecified),-1.0,-4.1,-0.1,/,-7.8,3.9,-0.8,-13.2
C/C=C/c1ccc([C@H]2[C@H](CO)N3CCCCN(C(=O)Cc4cccnc4)C[C@@H]23)cc1,0.3,-0.9,0.2,2.8,28.7,13.0,0.5,0.4
C=CC[C@@H](C)CC(=O)C(CCCN=[N+]=[N-])SOOc1ccccc1 (stereo partly specified),-6.2,-2.1,-0.2,-28.3,4.7,5.2,-0.1,-4.3
CC=C(C)C1(CCC)C(=O)NC(=S)NC1=O,-3.3,2.2,0.1,/,7.3,/,/,-11.7
COC(=O)C1=C(c2cc3ccccc3o2)C[C@@H]2CC[C@H]1N2C(=O)N1CCCCC1,/,/,0.3,-10.8,5.3,-49.6,7.5,/
CCCCc1ccc2[nH]cc(CCN)c2c1,0.6,3.9,/,-9.2,5.6,-0.4,5.9,1.9
COc1cccc(N2CCN(Cc3cccc(Cl)c3)CC2)c1,-2.9,1.6,/,4.2,23.9,13.4,/,5.8
Cc1ccccc1N1C(=O)NC(=O)/C(=C\c2ccc3c(c2)CCCN3Cc2ccccc2)C1=O,1.9,3.3,0.2,-10.4,0.4,27.4,-1.4,1.6

# Only part of the results is shown; the hit share may differ from the screen's.
